# M. tuberculosis HTS – M. tuberculosis growth inhibition, HTS (AID 449762). M. tuberculosis H37Rv growth inhibition, 7H9 media; higher % means a stronger effect. inhibition, % at 25 µM; hits with a dose series show IC50 in µM. hit rate 0.59% among 330,000; in the data active = a potency from the dose series; inconclusive = inhibition above about 70% without an active follow-up result;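 also: bacterial growth assessed after seven days of incubation; strong numbers were not always called active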
# H1N1 NS1A inhibition – H1N1 influenza NS1A inhibitors, functional cell based assay (AID 504329). inhibition, % at 12.5 µM; hits with a dose series show IC50 in µM. NS1A functional cell-based assay, percent inhibition; higher % means a stronger effect. hit rate 0.3% among 340,000; in the data active = a potency from the dose series; inconclusive = inhibition above about 27% without an active follow-up result; also: strong numbers were not always called active
# Salmonella PhoP GFP – Inhibition of PhoP regulon, Salmonella typhi GFP reporter cells, confirmation, 4 h (AID 1850). Salmonella Typhi PhoP-promoter GFP reporter, fluorescence, 4 h; higher % means a stronger effect. inhibition, % at 50 µM, or IC50 in µM where a hit was titrated. hit rate 0.33% among 310,000; in the data active = a potency from the dose series; inconclusive = inhibition mostly from about 25% at the one dose, without a potency; inactive = the rest, 99 in 100 with inhibition below about 19%;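 also: 0% = induced wells with vehicle and 100% = uninduced wells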
# tuberculosis growth – growth inhibition of non-replicating M. tuberculosis (AID 488890); Mycobacterium tuberculosis non-replicating, growth inhibition; higher % means a stronger effect; inhibition, % at 25 µM; hits with a dose series show IC50 in µM; hit rate 0.39% among 320,000; in the data active = a potency from the dose series; inconclusive = inhibition mostly from about 82% at the one dose, without a potency; inactive = the rest, 99 in 100 with inhibition below about 76%;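 also: plate controls were DMSO cells for no effect and high antibiotic wells for full effect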
# VEEV TC-83 Vero – inhibitors of VEEV TC-83 cytopathic effect, confirmation, Vero cells (AID 588727) | Vero cells, VEEV TC-83 cytopathic effect inhibition; higher % means a stronger effect | inhibition, % at 20 µM; hits with a dose series show IC50 in µM | hit rate 0.13% among 350,000; in the data active = a potency from the dose series; inconclusive = inhibition mostly from about 14% at the one dose, without a potency; inactive = the rest, 99 in 100 with inhibition below about 12%; also: strong numbers were not always called active
# VEEV TC-83 Vero 10K pilot screen – second read-out of VEEV TC-83 Vero, no call of its own (marks repeat the call); inhibition, %; measured here: 10K pilot screen inhibition
# * hit, by the source's call; i = inactive; ? = inconclusive; · = not tested or not shown. Random draw from the library; any-hit rate near 1.4%.
SMILES,M. tuberculosis HTS,H1N1 NS1A inhibition,Salmonella PhoP GFP,tuberculosis growth,VEEV TC-83 Vero,others
CCOc1cc(/C=C2\C(=N)N3N=C(S(=O)(=O)CC)SC3=NC2=O)ccc1OC(=O)c1ccco1,6%,3%,7%,79%,1.2%,
O=C(Nc1ccc(F)cc1)N1CCN(CCc2ccccc2)CC1,-7%,-1%,-5%,18%,0.8%,
CC(Nc1nc(N2CCN(S(C)(=O)=O)CC2)nc2ccccc12)c1ccccc1 (stereo not given),16%,15%,-5%,37%,5.8%,
N#CCOC(=O)c1sccc1-n1cccc1,7%,0%,1%,25%,1.2%,
COC(=O)C1=C(c2ccc(OCc3ccccc3)cc2)C[C@@H]2CC[C@H]1N2C(=O)NCc1cccc(OC)c1,5%,12%,·,13%,1.9%,VEEV TC-83 Vero 10K pilot screen=2.3
COc1ccc(Nc2c3c(nc4ccccc24)CCC3)c(OC)c1,13%,19%,-4%,24%,i,
Cc1cccc(-c2nc3c(c(SCC(=O)N4CCOCC4)n2)COC(C)(C)C3)c1,1%,1%,-19%,-5%,1.8%,
CC12CCC(C(=O)Nc3c(Cl)cccc3Cl)(C(Br)C1=O)C2(C)C (stereo not given),-16%,1%,-8%,-19%,i,
CC(=O)NC(C)Cc1ccccc1 (stereo not given),-9%,-23%,-2%,-6%,1.5%,
Cc1cc(C)cc(NS(=O)(=O)CCCS(=O)(=O)Nc2cc(C)cc(C)c2)c1,·,-13%,·,·,0.8%,
S=C(NCCc1ccccc1)N/N=C/C1CCCCC1,?,·,-6%,5%,·,
CCOc1cc(S(=O)(=O)NCc2ccccn2)ccc1Cl,0%,-7%,-8%,2%,i,
Cc1cc(NC(=O)COC(=O)CNC(=O)c2cccs2)c([N+](=O)[O-])cc1C,5%,3%,-7%,14%,2.2%,
O=C(NCc1ccc2c(c1)OCO2)C1CCCN1C(=O)Nc1cccc(F)c1 (stereo not given),-7%,3%,-4%,-8%,0.2%,
COc1cccc(CN(C)C(=O)c2cc(-c3ccc(OC)c(OC)c3)nc3ccccc23)c1,13%,5%,1%,10%,9.0%,
Cc1ccn2c(NC3CCCC3)c(-c3ccsc3)nc2c1,-1%,1%,22%,30%,0.6%,
CCCc1cc(Nc2ccccc2)n2ncnc2n1,2%,-4%,10%,16%,1.0%,
CCOc1cccc(NC(=O)Cn2nc(-c3ccc4c(c3)OCCO4)ccc2=O)c1,-7%,0%,0%,-5%,0.2%,
ON(Cc1c(F)cccc1Cl)Cc1c(F)cccc1Cl,2%,2%,5%,8%,1.4%,
CC(C)NC(=O)Cn1cc(C#N)c2cc(Br)ccc21,4%,17%,-10%,-3%,i,
O=c1ncn(-c2ccccc2F)c2ncccc12,-7%,-7%,12%,-6%,i,
Cc1cnc(C(=O)OCC(=O)Nc2ccc(Oc3ccccc3)cc2)cn1,44%,2%,-21%,20%,1.8%,
CN(C)S(=O)(=O)N1CCN(c2ccc(Cl)cc2)CC1,-5%,-6%,7%,14%,1.3%,
CC(C)Cn1c(=O)c2c(nc3n2CC(C)CN3Cc2ccccc2)n(C)c1=O (stereo not given),11%,2%,3%,31%,3.0%,
CCn1c(COc2ccccc2OC)nnc1SCC#N,-11%,-5%,9%,-1%,1.3%,
# Later entries
SMILES,M. tuberculosis HTS,H1N1 NS1A inhibition,Salmonella PhoP GFP,tuberculosis growth,VEEV TC-83 Vero,others
O=C(CSc1nncc2ccccc12)Nc1ccc(C(=O)O)cc1,-1%,8%,-18%,1%,i,
COc1cc(C(=O)OCC(=O)Nc2ccc3c(c2)OC(F)(F)O3)ccc1OCc1c(C)noc1C,3%,-2%,6%,15%,1.7%,
C[C@]12C(=O)N(c3ccc(C(F)(F)F)cc3)C(=O)N1[C@@H]1c3ccccc3OC[C@@H]1[C@H]2c1ccccc1,13%,7%,-1%,9%,0.5%,
COc1ccc(C(=O)NCCS(=O)(=O)NCC2CCCO2)cc1 (stereo not given),-7%,-1%,-3%,-1%,1.1%,
COc1cccc(N2C(=O)N(c3ccccc3)C3CS(=O)(=O)CC32)c1 (stereo not given),5%,-7%,2%,-5%,i,
COc1ccc(CNC(=O)C2Cc3ccccc3CN2C(=O)c2ccco2)cc1 (stereo not given),3%,2%,-1%,-10%,2.3%,
COC(=O)c1cc(OC)c(OC)cc1NC(=O)c1cc(-c2ccccc2)nc2ccccc12,-2%,-13%,-6%,-10%,i,
O=C(Nc1cccc(Cl)c1)Nc1ccc2nccnc2c1,10%,-23%,7%,-9%,9.6%,
CS(=O)(=O)N(CC(=O)NCCC1=CCCCC1)c1cccc([N+](=O)[O-])c1,5%,9%,-4%,1%,0.3%,
CC(C)(C)OC(=O)N1CCC(c2cc(=O)n3[nH]cc(C(=O)Nc4ccc(F)c(Cl)c4)c3n2)CC1,4%,5%,-2%,42%,1.9%,
O=C(CSc1nc2ccccc2[nH]1)N1CCN(c2ccc(F)cc2)CC1,6%,-15%,2%,17%,7.3%,
CCNC(=O)C(=O)NCC(c1ccc2c(c1)OCO2)N1CCOCC1 (stereo not given),-3%,13%,-1%,-16%,i,
COc1cc(/C=N/Nc2ccccn2)ccc1OCC(C)C,21%,6%,4%,28%,1.6%,
CC(C)CCC(C)NC(=O)c1ccc2nccnc2c1 (stereo not given),-2%,-2%,5%,47%,0.1%,
CCOC(=O)C1CCCN(C(=O)C2CCN(S(=O)(=O)c3ccc(Cl)c(C(F)(F)F)c3)CC2)C1 (stereo not given),·,-8%,·,·,2.2%,
CNC(=S)N(CCc1c(C)[nH]c2ccc(OC)cc12)Cc1ccco1,-4%,24%,8%,8%,2.7%,
CCCCC(CC)CNS(=O)(=O)c1ccc2c(c1)CCN2C(=O)CCC(=O)O (stereo not given),-7%,4%,1%,-5%,i,
Cc1ccccc1CS(=O)(=O)c1nnc([C@H](Cc2ccccc2)NC(=O)OC(C)(C)C)o1,8%,6%,5%,?,i,
CCCCn1c(=O)c(-c2ccccc2)c(O)c2ccccc21,-4%,-7%,-2%,17%,7.1%,
CCCCn1c(=O)c2c(O)cc(=O)oc2c2ccccc21,16%,0%,-29%,?,i,
O=C(Cc1ccc(S(=O)(=O)N2CCOCC2)s1)N1CCN(S(=O)(=O)c2ccccc2[N+](=O)[O-])CC1,·,-2%,·,·,3.5%,
CCN(CC(=O)Nc1ccc(OC)cc1)C(=O)C1CCN(C(=O)c2ccc(Cl)cc2)CC1,-8%,1%,·,2%,2.4%,
COC(=O)[C@@]1(Cc2ccc(F)cc2)[C@H]2c3cc(C(=O)N(C)C)n(CCc4ccc(OC)c(Br)c4)c3C[C@H]2CN1C(=O)c1ccccc1,10%,9%,-3%,66%,0.1%,
COc1ccc(NS(=O)(=O)c2ccc(NN=Cc3ccc(C(=O)O)cc3)c([N+](=O)[O-])c2)cc1,3%,·,·,-6%,·,
COc1ccc(-c2csc(NC(=O)CCn3cnc4ccccc4c3=O)n2)cc1OC,3%,2%,-2%,6%,9.5%,
# Further records follow:
SMILES,M. tuberculosis HTS,H1N1 NS1A inhibition,Salmonella PhoP GFP,tuberculosis growth,VEEV TC-83 Vero,others
COc1cc(/C=C/C(=O)Nc2nnc(C(C)(C)C)s2)cc(OC)c1OC,3%,-6%,2%,46%,13%,
CCn1c(SCC(=O)Nc2ccc(OC)c(OC)c2)nnc1-c1cnccn1,0%,11%,3%,7%,1.8%,
Cc1ccc2c(c1)c1c3n2CCN(CC#N)C3CCC1 (stereo not given),-8%,0%,-3%,7%,3.2%,
Cn1ncc2c(Nc3ccc(Cl)cc3)ncnc21,-3%,-2%,9%,18%,2.0%,
CO[C@H]1[C@@H]2C=CO[C@@H](O[C@H]3O[C@@H](CO)[C@H](O)[C@@H](O)[C@@H]3O)[C@@H]2[C@@]2(CO)O[C@@H]12,-13%,-17%,·,-2%,1.7%,
O=C(COC(=O)c1ccc(S(=O)(=O)NCc2ccco2)cc1)NCCC1=CCCCC1,0%,10%,-3%,-14%,5.3%,
O=C(Nc1ccccc1)C1CCOC1=O (stereo not given),-2%,·,7%,-13%,1.8%,
COc1cc(S(=O)(=O)N2CCN3CCCC3C2)ccc1-n1cnnn1 (stereo not given),-3%,8%,0%,7%,0.8%,
COc1ccccc1N1C(=S)N=C(Nc2c(C)cccc2C)C12CCCC2,0%,-6%,7%,·,6.7%,
O=C(O)C1Sc2[nH]c(=O)sc2C2c3cc(Br)ccc3OC(=O)C12 (stereo not given),4%,2%,-10%,1%,i,
Cc1cc(=O)n2nc(N3CCCC3C(=O)NCCCN3CC(C)CC(C)C3)sc2n1 (stereo not given),3%,15%,9%,-17%,1.4%,
CCCCN(C(=S)NC(=O)c1ccccc1)c1c(N)n(Cc2ccccc2)c(=O)[nH]c1=O,-16%,1%,-4%,24%,0.5%,
CC12CN(NC(=O)c3ccccc3F)C3(C#N)CC1CCC23C (stereo not given),0%,-11%,-8%,6%,i,
O=C(NCCCn1ccnc1)C(=O)NCC1OCCCN1S(=O)(=O)c1ccc(F)cc1 (stereo not given),7%,11%,-7%,-3%,1.2%,
Cc1nc(C)c(-c2ccc(SCC(=O)Nc3ccc(C)c(Cl)c3)nn2)s1,21%,-5%,-1%,38%,i,

# Molecules shown so far that contain a Cl atom:
SMILES,M. tuberculosis HTS,H1N1 NS1A inhibition,Salmonella PhoP GFP,tuberculosis growth,VEEV TC-83 Vero,others
CC12CCC(C(=O)Nc3c(Cl)cccc3Cl)(C(Br)C1=O)C2(C)C (stereo not given),-16%,1%,-8%,-19%,i,
CCOc1cc(S(=O)(=O)NCc2ccccn2)ccc1Cl,0%,-7%,-8%,2%,i,
ON(Cc1c(F)cccc1Cl)Cc1c(F)cccc1Cl,2%,2%,5%,8%,1.4%,
CN(C)S(=O)(=O)N1CCN(c2ccc(Cl)cc2)CC1,-5%,-6%,7%,14%,1.3%,
O=C(Nc1cccc(Cl)c1)Nc1ccc2nccnc2c1,10%,-23%,7%,-9%,9.6%,
CC(C)(C)OC(=O)N1CCC(c2cc(=O)n3[nH]cc(C(=O)Nc4ccc(F)c(Cl)c4)c3n2)CC1,4%,5%,-2%,42%,1.9%,
CCOC(=O)C1CCCN(C(=O)C2CCN(S(=O)(=O)c3ccc(Cl)c(C(F)(F)F)c3)CC2)C1 (stereo not given),·,-8%,·,·,2.2%,
CCN(CC(=O)Nc1ccc(OC)cc1)C(=O)C1CCN(C(=O)c2ccc(Cl)cc2)CC1,-8%,1%,·,2%,2.4%,
Cn1ncc2c(Nc3ccc(Cl)cc3)ncnc21,-3%,-2%,9%,18%,2.0%,
Cc1nc(C)c(-c2ccc(SCC(=O)Nc3ccc(C)c(Cl)c3)nn2)s1,21%,-5%,-1%,38%,i,
